Bioassay records: PubChem BioAssay, several laboratories
DAX1 inh-1: inhibitors of human orphan nuclear receptor DAX1 (NR0B1); HEK293 Gal4-DAX1 luciferase reporter, luminescence; inhibition, % at 6.75 µM; 340,000 compounds, 0.99% hits; AID 504766; P51843;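 active = inhibition above the mean over all tested compounds plus 3 SD, cut at about 4.2% in these data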;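 also: 0% = DAX1-transfected cells with DMSO and 100% = empty-vector control cells with DMSO; inhibition shows as a rise in luminescence from relieved DAX1 repression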
DAX1 inh-2: blocks DAX1 repression of SF-1 activated StAR promoter | 370,000 compounds, 1.1% hits | AID 652010 | HEK293T StAR-luciferase reporter, SF-1/DAX-1 repression relief | inhibition, % at 6.8 µM;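 active = inhibition above the mean over all tested compounds plus 3 SD, cut at about 3.6% in these data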;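 also: 0% = DAX-1 cells with DMSO and 100% = cells lacking DAX-1 with DMSO; higher inhibition means more luminescence from relief of DAX-1 repression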
ADAM10 inh: inhibits human ADAM10; O14672; recombinant ADAM10, EDANS/DABCYL FRET peptide cleavage, 3 h; inhibition, % at 7 µM; 370,000 compounds, 0.62% hits; AID 720582;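 active = inhibition above a per-campaign cutoff equal to the mean of compounds falling between control-based bounds plus 3 SD, cut at about 20% in these data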;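 also: 0% = DMSO wells while the 100% control is not disclosed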
ADAM17 inh: inhibits human ADAM17; recombinant ADAM17, EDANS/DABCYL FRET peptide cleavage; inhibition, % at 6.95 µM; 370,000 compounds, 0.83% hits; AID 720648;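 active = inhibition above the mean of compounds lying between control limits plus 3 SD, set per campaign, cut at about 8.5% in these data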;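 also: 0% = DMSO-only wells as the low control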
hgDAF-12 ag: activates the H. glycines DAF-12 receptor ligand-binding domain | activation, % at 6.8 µM | HEK293 GAL4-hgDAF12 UAS-luciferase reporter, agonist luminescence; normalized to butyrate control | 370,000 compounds, 1.8% hits;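 active = activation above a cutoff set at the mean of all screened compounds plus 3 SD, cut at about 10% in these data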;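 also: 0% = DMSO wells and 100% = sodium butyrate wells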
FXN GAA850 act: increases GAA850 frataxin promoter reporter activity; HEK293 lucGAA850 FXN promoter luciferase reporter, 24 h; percent of 10 µM SAHA response; activation, % at 6 µM; 360,000 compounds, 0.56% hits;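 active = activation above the average of all compounds screened plus 3 SD, cutoff fixed separately per campaign, cut at about 7.5% in these data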;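 also: 0% = DMSO wells and 100% = 10 µM SAHA wells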
NPR1 activator: GC-A (human) enzyme activation. P16066. HEK293 GC-A cells, cGMP TR-FRET, EC30 ANP; 0% at EC30 ANP, 100% saturating ANP. activation, % at 10 µM. 370,000 compounds, 0.14% hits; in the data active = activation above about 40%
Target sequence (P16066 whole entry, looked up): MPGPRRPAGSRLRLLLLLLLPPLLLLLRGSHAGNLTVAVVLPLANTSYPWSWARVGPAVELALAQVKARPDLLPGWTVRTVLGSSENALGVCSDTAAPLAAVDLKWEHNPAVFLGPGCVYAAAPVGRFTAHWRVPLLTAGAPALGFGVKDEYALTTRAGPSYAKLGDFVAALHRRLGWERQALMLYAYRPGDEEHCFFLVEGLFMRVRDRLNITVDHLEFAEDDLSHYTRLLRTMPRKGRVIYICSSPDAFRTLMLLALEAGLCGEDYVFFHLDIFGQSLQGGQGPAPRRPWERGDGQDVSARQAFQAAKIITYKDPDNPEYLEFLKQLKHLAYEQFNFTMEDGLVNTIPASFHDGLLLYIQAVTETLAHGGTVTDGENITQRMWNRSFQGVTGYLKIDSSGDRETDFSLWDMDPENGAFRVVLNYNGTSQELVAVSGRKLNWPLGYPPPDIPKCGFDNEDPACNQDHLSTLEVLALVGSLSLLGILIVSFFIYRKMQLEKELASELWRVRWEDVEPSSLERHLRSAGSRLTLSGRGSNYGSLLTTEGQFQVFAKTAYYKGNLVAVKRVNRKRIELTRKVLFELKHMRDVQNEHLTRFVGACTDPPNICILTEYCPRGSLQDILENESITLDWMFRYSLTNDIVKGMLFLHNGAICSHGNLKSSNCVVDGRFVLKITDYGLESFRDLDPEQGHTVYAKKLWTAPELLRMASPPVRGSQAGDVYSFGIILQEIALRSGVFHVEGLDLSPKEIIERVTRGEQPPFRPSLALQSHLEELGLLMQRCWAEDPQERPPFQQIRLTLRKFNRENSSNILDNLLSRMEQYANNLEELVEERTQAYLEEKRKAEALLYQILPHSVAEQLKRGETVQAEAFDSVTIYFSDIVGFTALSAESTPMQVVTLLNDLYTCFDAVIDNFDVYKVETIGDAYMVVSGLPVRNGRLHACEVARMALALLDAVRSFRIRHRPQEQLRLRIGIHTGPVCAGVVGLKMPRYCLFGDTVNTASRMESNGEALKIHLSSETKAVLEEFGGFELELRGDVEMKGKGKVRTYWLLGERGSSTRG
hcDAF-12 act: activators of H. contortus DAF-12 nuclear receptor; HEK293 hcDAF-12 lit1-tk-luc reporter, luminescence; 0% DMSO, 100% Δ7-dafachronic acid; activation, % at 6.8 µM; 370,000 compounds, 1.4% hits;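 active = activation above the mean of all tested compounds plus 3 SD, cut at about 5.5% in these data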;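 also: 100% = response to 3 µM Δ7-dafachronic acid high control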
PG9 binder: small molecules binding HIV-1 gp120 antibody PG9; TR-FRET gp120-PG9 antibody binding; inhibition, % at 6.7 µM; 360,000 compounds, 0.43% hits; AID 624416; in the data active = inhibition above about 8.5%
SMARCA2 activ: SMARCA2 function activation, primary screen; 370,000 compounds, 1% hits; MG213 cells, MMTV-luciferase reporter, dexamethasone, overnight; activation, % at 9.1 µM; in the data active = activation above about 7.8%;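 also: 0% = vehicle wells and 100% = reference activator wells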
ssDAF12 agonist: activates DAF-12 receptor from parasite S. stercoralis | 370,000 compounds, 1% hits | HEK293 ssDAF-12/GRIP1 lit1-tk-luc reporter, luminescence; % of 3 µM dafachronic acid response | activation, % at 6.8 µM;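 active = activation above the mean over all tested compounds plus 3 SD, cut at about 0.9% in these data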;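 also: 0% = DMSO-only wells and 100% = 3 µM delta7-dafachronic acid wells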
Numbers without * were called inactive.

For O=C1SCC(c2ccc(Cl)cc2Cl)=NN1Cc1nnc(-c2ccccc2)o1 the results were DAX1 inh-1 0.3, DAX1 inh-2 -0.1, ADAM10 inh -2, ADAM17 inh 4, hgDAF-12 ag -5.6, FXN GAA850 act 1.3, NPR1 activator -2, hcDAF-12 act 0.7, PG9 binder 2.0, SMARCA2 activ -5 and ssDAF12 agonist -1.0.
Screening CCc1ccc(C(=O)Nc2ccc(OC)c(S(=O)(=O)N3CCOCC3)c2)cc1 returned DAX1 inh-1 -2.4, DAX1 inh-2 -1.4, ADAM10 inh 7, ADAM17 inh -1, hgDAF-12 ag -3.2, FXN GAA850 act -1.1, NPR1 activator 3, hcDAF-12 act -1.7, PG9 binder 2.6, SMARCA2 activ 1 and ssDAF12 agonist -2.1.
Screening Cc1ccc(S(=O)(=O)NCC(=O)N(CC(=O)NCC2CCCO2)Cc2ccccc2)cc1 (stereo not given) returned DAX1 inh-1 0.5, DAX1 inh-2 -0.6, ADAM10 inh 3, ADAM17 inh 0, hgDAF-12 ag -0.6, FXN GAA850 act -0.8, NPR1 activator 1, hcDAF-12 act -0.4, PG9 binder -2.2, SMARCA2 activ 0 and ssDAF12 agonist -0.9.
`Cc1ccc(CN2CC(C(=O)Nc3ncccc3C)CC2=O)cc1` (stereo not given) gave DAX1 inh-1 -0.2, DAX1 inh-2 0.5, ADAM10 inh 4, ADAM17 inh -5, hgDAF-12 ag -0.2, FXN GAA850 act 2.1, NPR1 activator 2, hcDAF-12 act -0.4, PG9 binder -0.6, SMARCA2 activ 0 and ssDAF12 agonist -1.2.
`Cc1[nH]n(-c2ccccc2)c(=O)c1N=Nc1cccc(S(=O)(=O)N2CCOCC2)c1` gave DAX1 inh-1 1.3, DAX1 inh-2 0.1, ADAM10 inh 0, ADAM17 inh 1, hgDAF-12 ag 0.6, FXN GAA850 act 2.0, NPR1 activator 1, hcDAF-12 act -0.2, PG9 binder -1.0, SMARCA2 activ -1 and ssDAF12 agonist -1.4.
For O=C(/C=C/c1ccc(Cl)cc1Cl)N(Cc1ccc(Cl)cc1)C1CCS(=O)(=O)C1 (stereo not given) the results were DAX1 inh-1 0.8, DAX1 inh-2 -0.1, ADAM10 inh 12, ADAM17 inh 1, hgDAF-12 ag 2.6, FXN GAA850 act 0.3, NPR1 activator -21, hcDAF-12 act -2.1, PG9 binder -2.0, SMARCA2 activ -1 and ssDAF12 agonist -0.1.
O=C(CCN1C(=O)/C(=C/c2cccs2)SC1=S)NC1=NCCS1 was read as DAX1 inh-1 2.6, DAX1 inh-2 0.3, ADAM10 inh 4, ADAM17 inh 1, hgDAF-12 ag 0.7, FXN GAA850 act 0.3, NPR1 activator -14, hcDAF-12 act 1.2, PG9 binder -2.1, SMARCA2 activ -2 and ssDAF12 agonist -1.6.
O=C(Cn1nc(C(=O)O)c2ccccc2c1=O)Nc1ccccc1C(F)(F)F was read as DAX1 inh-1 2.9, DAX1 inh-2 0.2, ADAM10 inh -13, ADAM17 inh -4, hgDAF-12 ag -2.4, FXN GAA850 act -0.5, NPR1 activator 2, hcDAF-12 act -0.6, PG9 binder 0.5, SMARCA2 activ -1 and ssDAF12 agonist -0.9.
For CCOc1ccc(NC(=O)CN(C)C(=O)CN2C(=O)C3CC=CCC3C2=O)cc1OCC (stereo not given) the results were DAX1 inh-1 -0.1, DAX1 inh-2 0.5, ADAM10 inh 1, ADAM17 inh -1, hgDAF-12 ag -1.9, FXN GAA850 act -0.1, NPR1 activator 3, hcDAF-12 act -0.7, PG9 binder -1.9, SMARCA2 activ 4 and ssDAF12 agonist -1.2.
`CCC(=O)N1Cc2cc(C(=O)NCc3cccc(F)c3)nc(-c3cccc(C4=CCCC4)c3)c2[C@H]1CCO` gave DAX1 inh-2 -1.0, ADAM10 inh 3, ADAM17 inh 0, hgDAF-12 ag -0.7, NPR1 activator -1, hcDAF-12 act -1.4, PG9 binder -0.4, SMARCA2 activ 0 and ssDAF12 agonist -1.3.
For CCC(=O)Nc1nnc(CCc2ccccc2)s1 the results were DAX1 inh-1 -0.3, DAX1 inh-2 -0.2, ADAM10 inh -9, ADAM17 inh -5, hgDAF-12 ag -0.4, FXN GAA850 act 3.7, NPR1 activator 0, hcDAF-12 act 0.0, PG9 binder -0.7, SMARCA2 activ 0 and ssDAF12 agonist -1.8.
`CC12CCC(=O)N1C(C(=O)NCc1ccccc1F)CS2` (stereo not given) gave DAX1 inh-1 1.5, DAX1 inh-2 2.6, ADAM10 inh -9, ADAM17 inh -3, hgDAF-12 ag 0.3, FXN GAA850 act -0.9, NPR1 activator 1, hcDAF-12 act -0.6, PG9 binder 1.2, SMARCA2 activ -3 and ssDAF12 agonist -1.1.
Screening COc1ccc(CCNC(=O)CNC(=O)N2CC(=O)Nc3ccccc32)cc1OC returned DAX1 inh-1 2.0, DAX1 inh-2 -0.3, ADAM10 inh -10, ADAM17 inh -2, hgDAF-12 ag -0.2, FXN GAA850 act -0.5, NPR1 activator 0, hcDAF-12 act -0.2, PG9 binder 1.2, SMARCA2 activ -3 and ssDAF12 agonist -1.3.
`CC1=NN(C(N)=S)C(=O)C1N=Nc1c(Cl)cc([N+](=O)[O-])cc1Cl` (stereo not given) gave DAX1 inh-1 0.2, DAX1 inh-2 0.1, ADAM10 inh -1, ADAM17 inh 0, hgDAF-12 ag -3.1, FXN GAA850 act 1.9, NPR1 activator -2, hcDAF-12 act -0.5, PG9 binder -3.8, SMARCA2 activ -3 and ssDAF12 agonist -1.4.
CSc1nc(Oc2ccccc2)c2sccc2n1 was read as DAX1 inh-1 0.7, DAX1 inh-2 0.1, ADAM10 inh 3, ADAM17 inh 0, hgDAF-12 ag 0.1, FXN GAA850 act 0.7, NPR1 activator 2, hcDAF-12 act -0.2, PG9 binder 1.9, SMARCA2 activ -3 and ssDAF12 agonist -1.2.
For O=C(O)Cn1cc(C(=O)C(F)(F)F)c2ccccc21 the results were DAX1 inh-1 0.7, DAX1 inh-2 0.1, ADAM10 inh -3, ADAM17 inh -3, hgDAF-12 ag -4.3, FXN GAA850 act 0.5, NPR1 activator 1, hcDAF-12 act -0.4, PG9 binder -0.2, SMARCA2 activ -2 and ssDAF12 agonist -1.5.
O=C(c1cccc(S(=O)(=O)N2CCCCCC2)c1)N1CCN(Cc2ccccc2)CC1 was read as DAX1 inh-1 -0.5, DAX1 inh-2 0.7, ADAM10 inh -3, ADAM17 inh 2, hgDAF-12 ag -0.7, FXN GAA850 act 1.1, NPR1 activator 0, hcDAF-12 act 0.7, PG9 binder -2.3, SMARCA2 activ 3 and ssDAF12 agonist -0.8.
For CC(=O)N1Cc2cc(C(=O)NCc3cccc(F)c3)nc(-c3cccc(C4=CCCCC4)c3)c2[C@H]1CCO the results were DAX1 inh-2 -0.4, ADAM10 inh -2, ADAM17 inh 0, hgDAF-12 ag 0.8, NPR1 activator -4, hcDAF-12 act -1.6, PG9 binder -1.2, SMARCA2 activ -3 and ssDAF12 agonist -1.1.
CCCc1cc(=S)n2c([nH]c3ccccc32)c1C#N was read as DAX1 inh-1 0.2, DAX1 inh-2 0.3, ADAM10 inh -153, ADAM17 inh -57, hgDAF-12 ag 1.1, FXN GAA850 act 1.2, NPR1 activator -3, hcDAF-12 act -0.7, PG9 binder -3.1, SMARCA2 activ -2 and ssDAF12 agonist -0.5.
For CC(C)(C)SCCNS(=O)(=O)c1ccccc1 the results were DAX1 inh-1 0.1, DAX1 inh-2 -0.6, ADAM10 inh -8, ADAM17 inh -2, hgDAF-12 ag -2.3, FXN GAA850 act 3.4, NPR1 activator 1, hcDAF-12 act -0.7, PG9 binder -0.5, SMARCA2 activ 0 and ssDAF12 agonist -0.2.
`COc1cc(OC)c(OC)cc1CNC(=O)c1cc(S(=O)(=O)N(C)c2ccccc2OC)ccc1C` gave DAX1 inh-1 -0.2, DAX1 inh-2 -1.7, ADAM10 inh 4, ADAM17 inh -1, hgDAF-12 ag -0.8, FXN GAA850 act 1.5, NPR1 activator 2, hcDAF-12 act -1.3, PG9 binder -2.4, SMARCA2 activ -4 and ssDAF12 agonist -0.9.
`COc1cccc(NC(=O)CN(C)C(=O)C(Sc2ccccc2)c2ccccc2)c1` (stereo not given) gave DAX1 inh-1 -0.1, DAX1 inh-2 -0.1, ADAM10 inh 7, ADAM17 inh -4, hgDAF-12 ag -0.2, FXN GAA850 act 1.5, NPR1 activator 1, hcDAF-12 act -0.9, PG9 binder -1.0, SMARCA2 activ 0 and ssDAF12 agonist -1.1.
For Cc1ccc(-c2csc(N3CCN(c4cc5c(cc4Cl)nc(-c4ccncc4)n5CCN4CCCCC4)CC3)n2)cc1 the results were DAX1 inh-1 2.6, DAX1 inh-2 -0.1, ADAM10 inh -51, ADAM17 inh -19, hgDAF-12 ag -0.7, FXN GAA850 act -1.0, NPR1 activator -1, hcDAF-12 act -0.6, PG9 binder 1.9, SMARCA2 activ 0 and ssDAF12 agonist -1.4.
For Cc1cc(NC(=O)c2sccc2C)n(-c2nc3ccccc3[nH]2)n1 the results were DAX1 inh-1 -0.2, DAX1 inh-2 -1.3, ADAM10 inh 10, ADAM17 inh 7, hgDAF-12 ag -1.7, FXN GAA850 act 3.0, NPR1 activator -38, hcDAF-12 act -3.3, PG9 binder -1.2, SMARCA2 activ 3 and ssDAF12 agonist -1.6.
`COc1ccc2nc(NCc3ccccc3)[nH]c2c1` gave DAX1 inh-1 1.8, DAX1 inh-2 -0.6, ADAM10 inh 2, ADAM17 inh 3, hgDAF-12 ag 6.6, FXN GAA850 act 2.2, NPR1 activator -7, hcDAF-12 act 1.5, PG9 binder -4.2, SMARCA2 activ 2 and ssDAF12 agonist -1.6.
Cc1cc(C)c(C(=O)NC2CC(C)(C)Cc3c2cnn3-c2ccccc2)o1 (stereo not given) was read as DAX1 inh-1 0.5, DAX1 inh-2 0.2, ADAM10 inh 4, ADAM17 inh -3, hgDAF-12 ag -3.8, FXN GAA850 act 0.0, NPR1 activator -7, hcDAF-12 act -0.9, PG9 binder -0.8, SMARCA2 activ -4 and ssDAF12 agonist -1.5.
Screening CCOc1ccc2ccccc2c1CNCCc1ccc(S(N)(=O)=O)cc1 returned DAX1 inh-1 -2.4, DAX1 inh-2 0.2, ADAM10 inh 8, ADAM17 inh 4, hgDAF-12 ag 1.4, FXN GAA850 act 0.4, NPR1 activator -24, hcDAF-12 act -0.3, PG9 binder -0.3, SMARCA2 activ -2 and ssDAF12 agonist -1.2.
`CC1Cc2ccccc2N1C(=O)CSc1nccc(=O)[nH]1` (stereo not given) gave DAX1 inh-1 0.3, DAX1 inh-2 -0.7, ADAM10 inh 8, ADAM17 inh -1, hgDAF-12 ag 2.7, FXN GAA850 act 0.5, NPR1 activator -4, hcDAF-12 act -1.2, PG9 binder -1.6, SMARCA2 activ 1 and ssDAF12 agonist -0.1.
`CC(=O)N1CC[n+]2c(-c3ccc([N+](=O)[O-])cc3)csc21` gave DAX1 inh-1 0.0, DAX1 inh-2 0.0, ADAM10 inh -6, ADAM17 inh -3, hgDAF-12 ag -0.9, FXN GAA850 act 2.1, NPR1 activator 4, hcDAF-12 act -0.2, PG9 binder 0.3, SMARCA2 activ -1 and ssDAF12 agonist -1.1.

Hits appear at their usual frequency (roughly 6.8% active in at least one column).
